Bioassay records deposited in PubChem by The Scripps Research Institute Molecular Screening Center.
TAAR1 ag – human TAAR1 agonism | CHO RD-HGA16 TAAR1, Fluo-8 calcium fluorescence; vehicle wells 0%, saturating PEA agonist 100% | Q96RJ0 | AID 624467 | 360,000 compounds, 0.99% hits | activation, % at 3 µM;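 active = activation above the mean activation of all test compounds in the run plus 3 SD, cut at about 38% in these data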
Target sequence (Q96RJ0 whole entry, looked up): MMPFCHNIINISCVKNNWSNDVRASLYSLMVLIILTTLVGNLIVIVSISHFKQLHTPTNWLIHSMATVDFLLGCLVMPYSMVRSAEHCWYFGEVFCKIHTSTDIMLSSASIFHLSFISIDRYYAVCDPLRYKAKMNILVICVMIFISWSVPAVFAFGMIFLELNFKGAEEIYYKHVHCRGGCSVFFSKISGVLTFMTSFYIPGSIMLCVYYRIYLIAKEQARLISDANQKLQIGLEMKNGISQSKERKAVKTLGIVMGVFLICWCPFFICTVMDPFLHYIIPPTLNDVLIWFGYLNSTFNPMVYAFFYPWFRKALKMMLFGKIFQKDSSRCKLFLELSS
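Assay system – CHO-derived RD-HGA16 cells with stable Gα16 and human TAAR1 · Compound dosing – one-point dosing at 3 µM (nominal) · Incubation – 17-24 h seeding, 75 min 37 °C dye, 30 min RT · Measured by – kinetic Fluo-8 calcium fluorescence · Control set – DMSO vehicle as 0%, PEA at EC100 as 100% · Repeats – single well for each compound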
OXTR potentiate – human OXTR potentiation | P30559 | CHO-OTR cells, Fluo-8 calcium fluorescence, potentiator mode; 0% = oxytocin EC15, 100% = EC100 | activation, % at 3 µM | 320,000 compounds, 0.061% hits | AID 2445;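 active = activation above that plate's cutoff, the mean activation of tested compounds plus 3 SD, cut at about 6.6% in these data, passing the limit was not always enough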;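 also: 100% uses oxytocin at 75 nM as the full agonist control; some results filed as inactive read as strong as hits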
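Dosing: Single dose, 3.0 µM nominal final compound concentration | Material: Human OTR in CHO cells | Technique: Kinetic Fluo-8 calcium fluorescence | Benchmarks: EC15 oxytocin alone as 0%, 75 nM oxytocin as 100% | Probe or stimulus: Oxytocin at about EC15, sub-maximal agonist stimulus | Incubation: Compound 6 min at room temperature before oxytocin, 100 s read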
CHRM1 agonist – human M1 muscarinic receptor agonism | CHO-K1 hM1, Fluo-8 calcium fluorescence, agonist mode; 0% DMSO, 100% acetylcholine EC100 | activation, % at 3 µM | 360,000 compounds, 0.33% hits | AID 588814;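 active = activation above the run's mean compound activation plus 3 SD, cut at about 16% in these data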;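 also: peak over basal fluorescence ratio within a 140 s kinetic read after compound addition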
Target sequence (P11229 whole entry, looked up): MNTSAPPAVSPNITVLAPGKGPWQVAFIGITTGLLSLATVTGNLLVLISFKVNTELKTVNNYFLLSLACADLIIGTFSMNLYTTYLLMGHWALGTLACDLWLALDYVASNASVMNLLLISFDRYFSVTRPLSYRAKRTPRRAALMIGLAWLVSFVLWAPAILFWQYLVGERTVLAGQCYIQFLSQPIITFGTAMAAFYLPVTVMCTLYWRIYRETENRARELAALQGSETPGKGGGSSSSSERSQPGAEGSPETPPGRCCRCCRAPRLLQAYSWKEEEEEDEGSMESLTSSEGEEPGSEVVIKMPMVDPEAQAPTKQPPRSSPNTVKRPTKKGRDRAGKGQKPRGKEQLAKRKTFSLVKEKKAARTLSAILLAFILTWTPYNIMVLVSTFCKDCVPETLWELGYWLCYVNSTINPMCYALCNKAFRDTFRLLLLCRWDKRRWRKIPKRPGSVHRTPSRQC
OXTR ag – agonists of human oxytocin receptor; 320,000 compounds, 0.32% hits; P30559; activation, % at 3 µM; CHO-OTR cells, Fluo-8 calcium fluorescence; normalized: DMSO 0%, oxytocin 100%; AID 2435;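 active = activation above the mean of all tested compounds plus 3 SD, cutoff set per screening run, cut at about 20% in these data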;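 also: peak over basal fluorescence ratio from a 100 s FLIPR kinetic read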
CHRM1 antagonist – human CHRM1 antagonism. P11229. CHO-K1 hM1, Fluo-8 calcium fluorescence, ACh EC80 antagonist. inhibition, % at 3 µM. 360,000 compounds, 1.3% hits;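 active = percent inhibition above its own plate's cutoff, namely the mean of that plate's compound wells plus 3 SD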;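 also: peak over basal fluorescence ratio during 140 s after agonist addition; 0% = ACh EC80 plus DMSO and 100% = DMSO alone without agonist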
TAAR1 antagonist – human TAAR1 antagonism. 360,000 compounds, 1.5% hits. Q96RJ0. CHO RD-HGA16 TAAR1, Fluo-8 calcium fluorescence, antagonist. inhibition, % at 3 µM. AID 624466;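 active = inhibition above a per-plate cutoff, the mean inhibition of test compounds on that plate plus 3 SD, cut at about 49% in these data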;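 also: 0% = DMSO plus EC80 beta-PEA response and 100% = DMSO alone without agonist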
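Test system – hTAAR1-expressing CHO RD-HGA16 cells, Gα16-coupled · Also added – β-PEA at EC80 concentration, post-compound challenge · Compound – 3 µM, single point · Incubation – dye loading 75 min at 37 °C, then 30 min room temperature · Measured by – Fluo-8 intracellular calcium dye fluorescence, real-time kinetic reads · Benchmarks – vehicle and agonist controls · Replicates – singlicate, one well per test compound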
CHRM1 PAM – positive allosteric modulators of human M1 muscarinic receptor | P11229 | CHO-K1 hM1, Fluo-8 calcium fluorescence, ACh EC20; 0% = ACh EC20, 100% = maximal ACh | activation, % at 3 µM | 360,000 compounds, 0.088% hits | AID 588819; in the data active = activation above about 19%, passing the limit was not always enough
V1R ag counter – counter-screen for oxytocin receptor agonists: human V1a receptor agonists | P37288 | CHO-V1R cells, Fluo-8 calcium fluorescence, agonist mode; 0% DMSO, 100% 3 nM vasopressin | activation, % at 3 µM | 320,000 compounds, 0.25% hits | AID 2797;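 active = activation above the mean activation of all tested compounds plus 3 SD, per screening run, cut at about 20% in these data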;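 also: signal is peak over basal fluorescence ratio across a 100 second FLIPR read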
CHO parental Ca – signal in parental CHO cells, OX1R antagonist counter-screen | 330,000 compounds, 0.63% hits | inhibition, % at 5.6 µM | parental CHO-K1, ATP-induced calcium, Fluo-8 fluorescence;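 active = inhibition above that plate's mean sample inhibition plus 3 SD, cut at about 26% in these data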;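 also: 0% = ATP-challenged DMSO wells and 100% = DMSO wells without ATP; some compounds past the cut are filed as inactive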
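Test system: untransfected parental CHO cell line; also added: ATP stimulus; dosing: 5.6 µM, single dose; signal: calcium-sensitive Fluo-8 fluorescence; measure: percent inhibition of ATP-evoked calcium rise, normalized to controls; benchmarks: low control ATP plus DMSO, high control DMSO only; replication: one well per compound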
Numbers without * were called inactive; . = no result given.

SMILES | TAAR1 ag | OXTR potentiate | CHRM1 agonist | OXTR ag | CHRM1 antagonist | TAAR1 antagonist | CHRM1 PAM | V1R ag counter | CHO parental Ca
CCc1noc(C)c1C(=O)Nc1ccc(S(=O)(=O)N2CCCCC2)cc1 | 6 | -15 | 1 | 1.9 | 4 | 5 | -1 | 2.3 | -13
O=C(N/N=C/c1cccc(Oc2ccccc2)c1)c1cccc(O)c1 | 4 | . | -1 | . | 7 | 37 | -4 | . | .
CC1CCN(c2ccc3nnc(CCC(=O)NCCCOC(C)C)n3n2)CC1 | 4 | -6 | -8 | -2.7 | -11 | -22 | 11 | 0.0 | -6
N#CCCN(C(=O)COC(=O)c1cc(=O)c2ccccc2o1)c1ccccc1 | -1 | -3 | -2 | 0.1 | -4 | -5 | 5 | -0.1 | 6
CCN(CC)C(c1ccc(F)cc1)c1nnnn1C1CCCCC1 (configuration not stated) | 7 | -15 | -7 | -2.0 | 2 | -3 | -3 | -0.9 | -24
CCCCN(CC)CCCNC(=O)C1c2ccccc2C(=O)N(C)C1c1cn(C)c2ccccc12 (configuration not stated) | 11 | -11 | -4 | -2.4 | 1 | -10 | -1 | -0.5 | -33
CC(CN1CCOCC1)OC(=O)COc1ccc(F)cc1 (configuration not stated) | 9 | 7 | -2 | 2.1 | -26 | -13 | 3 | 0.7 | 0
CCc1ccc(NC(=O)CNS(=O)(=O)c2c(C)noc2C)cc1 | 13 | -11 | -2 | 0.1 | -26 | 3 | 7 | 0.3 | -22
Cc1cccc(CCNC(=O)Cc2ccc(NC3=NC4CS(=O)(=O)CC4S3)cc2)c1 (configuration not stated) | 2 | -3 | -4 | 0.9 | -3 | -18 | 1 | 0.0 | -3
COc1ccc(C(=O)N(C)CCCC2CCCC2)cc1OC1CCN(C(C)C)CC1 | 0 | -5 | -6 | -1.0 | 30* | -10 | -18 | 1.8 | -19
O=C(Nc1cccc(S(=O)(=O)N2CCCCC2)c1)c1ccc2c(c1)OCO2 | 4 | -10 | -7 | 3.3 | 4 | -21 | -5 | 5.7 | -13
CC1CCN(S(=O)(=O)c2cccc(-c3cn4cc(Cl)ccc4n3)c2)CC1 | 1 | -7 | -3 | -2.4 | 7 | 24 | -5 | 9.6 | -46
CCCCc1c(O)nc(SCC(=O)NCCc2ccc(OC)c(OC)c2)[nH]c1=O | 15 | -9 | -3 | -0.2 | -2 | -1 | -4 | -0.1 | -14
Cc1cc(=O)n2nc(N3CCC(C(=O)NCc4ccccc4Cl)CC3)sc2n1 | 3 | -15 | -3 | -2.7 | -2 | -24 | 14 | -1.2 | -18
CN(Cc1ccccc1)C(=O)c1ncn2c1C(=O)N(C)CC2 | 2 | . | -2 | . | -3 | -15 | 0 | . | .
CC(=O)c1ccc(OCc2ccc(C(=O)c3ccccc3)cc2)cc1 | 7 | -24 | -2 | 2.9 | 31 | 32 | -8 | 7.3 | 49*
CCOC(=O)C1=C(CC)Nc2ccccc2N=C1NC(=O)c1oc2ccccc2c1C | 4 | -10 | -3 | -0.5 | 29 | 74* | -10 | 1.4 | -5
Cn1cnnc1SCC(=O)Nc1ccccc1Sc1ccccc1 | 4 | -1 | -1 | -0.1 | -1 | -1 | 1 | 0.7 | -10
O=C(COc1cc(F)ccc1[N+](=O)[O-])Nc1cccc(Br)c1 | 3 | -2 | -3 | 0.7 | 8 | 2 | -8 | 0.7 | 10
CCCC(=O)Nc1c(-c2ccccc2)c(=O)c(C)nn1-c1ccc(C)cc1 | -1 | -6 | -2 | -0.6 | -4 | -6 | 4 | -1.5 | -2
CC1(C)CC2(CCO1)CNC(=O)O2 (configuration not stated) | 7 | -8 | -1 | 2.2 | -4 | -4 | 7 | 0.1 | -11
COc1cccc(/C=N\NC(C)=O)c1OC/C=C/c1ccccc1 | -1 | . | -4 | . | -9 | -11 | 3 | . | .
C/C(=N\NC(=O)c1cccc([N+](=O)[O-])c1)c1cccnc1 | 1 | -2 | -4 | -0.4 | -18 | -4 | 13 | -0.5 | -16
COc1ccc(NC(=O)Cn2nnc(C(=O)NCCc3ccc(OC)c(OC)c3)c2N)cc1 | 10 | -12 | -2 | -0.3 | -11 | -12 | 10 | 0.1 | -10
CC(C)(C)OC(=O)NCCCC[C@H](NC(=O)c1[nH]cnc1C(=O)N[C@@H](Cc1ccccc1)C(=O)OCc1ccccc1)C(=O)OC(C)(C)C | 3 | -6 | -2 | 3.1 | 9 | 0 | -7 | 3.6 | -2
COc1cccc(-n2c(COc3ccc(C)cc3)nnc2SCC(N)=O)c1 | 7 | -8 | 1 | 5.5 | -5 | 10 | 6 | 3.6 | 2
CCC1(C)Cc2ccccc2-c2nc(-c3ccccc3)oc(=O)c21 (configuration not stated) | 1 | 0 | -1 | -0.1 | 2 | -11 | 0 | 1.1 | -27
CCCS(=O)(=O)NC(=O)C1(C)CCN(C(=O)c2c(F)cccc2F)C1 (configuration not stated) | 2 | . | -2 | . | -12 | -10 | 1 | . | .
Cc1c(C)c(C)c(S(=O)(=O)N2CCNCC2)c(C)c1C | 3 | 1 | -4 | 2.6 | -1 | 6 | 4 | 0.6 | -13
CC(C)c1cc(CNC(=O)CC2C(=O)NCCN2CC2CCCCC2)on1 (configuration not stated) | 4 | -16 | 0 | -0.9 | -10 | -6 | 9 | 0.3 | -7

One compound at a time, as listed above.
`N#CCCN(C(=O)COC(=O)c1cc(=O)c2ccccc2o1)c1ccccc1` is entered as TAAR1 ag = -1; OXTR potentiate = -3; CHRM1 agonist = -2; OXTR ag = 0.1; CHRM1 antagonist = -4; TAAR1 antagonist = -5; CHRM1 PAM = 5; V1R ag counter = -0.1; CHO parental Ca = 6
`CC(C)(C)OC(=O)NCCCC[C@H](NC(=O)c1[nH]cnc1C(=O)N[C@@H](Cc1ccccc1)C(=O)OCc1ccccc1)C(=O)OC(C)(C)C` is entered as TAAR1 ag = 3; OXTR potentiate = -6; CHRM1 agonist = -2; OXTR ag = 3.1; CHRM1 antagonist = 9; TAAR1 antagonist = 0; CHRM1 PAM = -7; V1R ag counter = 3.6; CHO parental Ca = -2

Next section
SMILES | TAAR1 ag | OXTR potentiate | CHRM1 agonist | OXTR ag | CHRM1 antagonist | TAAR1 antagonist | CHRM1 PAM | V1R ag counter | CHO parental Ca
Cn1cccc1C(C(=O)NC1CCCCC1)N(C(=O)Cc1cccs1)c1ccc2c(c1)OCO2 (configuration not stated) | 0 | 1 | 0 | -0.5 | -18 | 2 | 9 | -1.5 | -15
O=C(c1cc2nc(-c3ccco3)cc(C(F)(F)F)n2n1)N1CCN(c2ccccc2)CC1 | 3 | 0 | 0 | -1.2 | -14 | 5 | 3 | -0.2 | -15
CC(C)(C)c1ccc2c(c1)OC(C(=O)N/N=C\c1ccc[nH]1)CO2 (configuration not stated) | 0 | -8 | -4 | 0.7 | -3 | 11 | 3 | 2.6 | -6
O=C(NC(=S)Nc1cc(Cl)ccc1N1CCOCC1)c1ccccc1[N+](=O)[O-] | 0 | -3 | -1 | -0.1 | -3 | -31 | 6 | 1.3 | -31
CC1(c2nnc(-c3ccc(F)cc3)o2)CC(c2cccnc2)=NO1 (configuration not stated) | 12 | 5 | -3 | 0.5 | -11 | -11 | 8 | 0.6 | -10
CCC(=O)Nc1ccc(N2CCC(C)CC2)cc1 | 9 | -3 | -6 | -1.7 | 2 | 1 | -2 | 0.3 | -12
CCOc1ccc(C(=O)Nc2nnc(C3=COCCO3)o2)cc1 | 0 | -2 | 3 | -1.3 | -8 | 6 | 6 | 0.7 | -5
COc1ccc(N(CC(=O)NCc2ccco2)S(=O)(=O)c2c(C)nn(C)c2C)cc1 | 3 | -8 | -6 | 0.0 | 11 | -21 | -4 | 0.5 | -12
O=C(N/N=C\c1ccc(-c2ccc([N+](=O)[O-])cc2)o1)C1COc2ccccc2O1 (configuration not stated) | 8 | -6 | -5 | 1.6 | -6 | 34 | 3 | 2.5 | 0
COc1ccccc1NC(=O)c1ccc(NC(=O)C2CC2C)cc1 (configuration not stated) | 7 | -3 | -3 | 0.6 | -7 | 6 | 4 | 1.7 | -3
CC(NC(=O)NCCCn1ccnc1)(C(F)(F)F)C(F)(F)F | 2 | -6 | -4 | -0.1 | 3 | 9 | 2 | 0.1 | -7
Cc1ccc(S(=O)(=O)c2nc(S(C)(=O)=O)sc2N2CCCCCC2)cc1 | -1 | -5 | -6 | 0.1 | -10 | 11 | 8 | 0.3 | -15
O=C(NCc1ccccc1)c1cc(C2COCCN2C(=O)c2cccs2)on1 (configuration not stated) | 1 | . | -4 | . | -6 | 1 | 7 | . | .
O=C(CN(C(=O)c1csnn1)c1ccc(F)cc1)NCCc1ccccc1 | 5 | -6 | -5 | -0.3 | 3 | -6 | 1 | 1.6 | -22
Cn1c(=O)n(CC(=O)NCC2CCCO2)c(=O)c2c3c(sc21)CCCC3 (configuration not stated) | -2 | 5 | -2 | -0.5 | 27 | 1 | -11 | -0.2 | -22
COCCCN1C(=O)C(=O)/C(=C(/O)c2ccc(S(=O)(=O)N3CCCCC3)cc2)C1c1ccc(F)cc1 (configuration not stated) | 3 | -4 | 7 | 0.1 | -2 | -20 | 19 | 0.7 | -12
O=C1c2ccccc2C(=O)N1OCCCN1C(=O)c2ccccc2S1(=O)=O | 7 | . | -2 | . | -9 | 14 | -3 | . | .

Structures above that have an NH in an aromatic ring, in the order listed:
SMILES | TAAR1 ag | OXTR potentiate | CHRM1 agonist | OXTR ag | CHRM1 antagonist | TAAR1 antagonist | CHRM1 PAM | V1R ag counter | CHO parental Ca
CCCCc1c(O)nc(SCC(=O)NCCc2ccc(OC)c(OC)c2)[nH]c1=O | 15 | -9 | -3 | -0.2 | -2 | -1 | -4 | -0.1 | -14
CC(C)(C)OC(=O)NCCCC[C@H](NC(=O)c1[nH]cnc1C(=O)N[C@@H](Cc1ccccc1)C(=O)OCc1ccccc1)C(=O)OC(C)(C)C | 3 | -6 | -2 | 3.1 | 9 | 0 | -7 | 3.6 | -2
CC(C)(C)c1ccc2c(c1)OC(C(=O)N/N=C\c1ccc[nH]1)CO2 (configuration not stated) | 0 | -8 | -4 | 0.7 | -3 | 11 | 3 | 2.6 | -6
